# p53ts 39C tox = p53ts cell cytotoxicity, nonpermissive temperature | H1299-p53A138V viability at 39C, ATP luminescence, 24 h | Potency, µM (top dose mostly 46.1 µM), for inactives: top-dose activity change, negative = cell killing, usual class: cytotoxic | 130,000 compounds, 1.5% hits | AID 902; also: nearly all actives have a fitted effect of over 55% in size
# IkB sig inh = IkB pathway inhibition in ABC-DLBCL cells; AID 445; 110,000 compounds, 0.04% hits; ABC-DLBCL IkBa-CBG/CBR dual luciferase ratio, 4 h; response scale: scaled: untreated 0%, proteasome inhibitor 100%; Potency, µM (highest dose often 57.1 µM), for the others: top-dose IkBa stabilization activation; active = well fitted curve in the direction sought with a large enough effect in the signal ratio, not every such curve was filed as active; inconclusive = small, poorly fitted or top-dose-only effect, or a change in a side signal; the % refers to the signal ratio;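 also: the direction sought is a rising ratio; 0% = basal untreated cells and 100% = reference inhibitor full response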
#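 In this assay, an IκBα–CBG68 fusion accumulates when IKK-driven degradation is blocked; native CBR normalizes for cell number. OCI-Ly3 cells were treated 4 h with compound and doxycycline, then green and red light read after Chroma-Glo addition.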
# p53ts 32C kill = cytotoxicity in p53ts cells at permissive temperature. H1299-p53A138V at 32C, ATP luminescence viability, 24 h. Potency, µM (doses to about 46.1 µM), for the others: top-dose activity change, negative = cytotoxicity, usual class: cytotoxic. 130,000 compounds, 0.93% hits. AID 924;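 also: 0% = DMSO and -100% = full killing by reference compound; nearly all actives have a fitted effect of over 55% in size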
#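 Viability by ATPlite luminescence after 24 h compound treatment (up to 46 uM) at the permissive 32C. Cells are H1299 carrying p53 A138V. Scale runs from DMSO basal to 100 uM tamoxifen as full kill; AC50 from Hill fits.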
# Imprint erasure = induces erasure of genomic imprints in mouse ES cells; mouse ES Peg3-LacZ reporter, beta-gal luminescence, 40 h; 110,000 compounds, 0.02% hits; Potency, µM (doses to about 60.7 µM), for the others: at the top dose activity change, positive = activation, hits mostly activators;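 also: 0% = negative control wells on the plate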
#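 Gelatin-coated wells received 300 freshly trypsinized female ES cells with a Peg3LacZ-Neo reporter on the maternal allele, then incubated 40 hours at 37C. BetaGlo was added for 5 minutes at room temperature before a single luminescence read.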
# Active calls of the source: *; ? = inconclusive; . = no result given; & = joins results of further samples; [ ] = dose if it differs, or a comment. Unless noted, calls follow the shape of the dose curve; as a rule, active = well fitted curve in the direction sought with a large enough effect; inconclusive = small, poorly fitted or top-dose-only effect, or another doubt; inactive = no such curve, though single readings can be large; an effect the other way counts as inactive or inconclusive. Unless noted, % is scaled to controls: 0 for no effect and ±100 for the full control effect; potency is read from the fitted curve at half-maximal effect. Compounds were not picked by outcome. Share with any hit: about 1.7%.
SMILES,p53ts 39C tox,IkB sig inh,p53ts 32C kill,Imprint erasure
COc1ccccc1C(=O)Nc1ccc(OCc2cc(=O)n3cc(C)sc3n2)cc1,-0.7%,-2.7%,1.4%,-11.3%[10.9 µM]
CCCC1C2CN(C(C)=O)CC=C2C(C#N)=C(N)C1(C#N)C#N (configuration not stated),-24.7%,0.9%,5.9%,-6.5%
Cc1ccc(Nc2nnc(-c3ccc(C)c(S(=O)(=O)N4CCOCC4)c3)c3ccccc23)c(C)c1,16.4%,?,1.1%,-24.6%[10.9 µM]
COc1ccccc1CNC(=O)CCS(=O)(=O)c1ccc2c(c1)CC(C)N2C(=O)C1CC1 (configuration not stated),-17.6%,0.5%,5.0%,8.0%[10.9 µM]
CCN(CC)S(=O)(=O)c1ccc2c(c1)N(CC(=O)NCCCN1CCN(c3ccc(OC)cc3)CC1)C(=O)CO2,-9.3%,0.6%,4.6%,-11.3%[10.9 µM]
Cc1noc(C)c1-c1nc(N2CCNCC2)c2ccccc2n1,-0.3%,-5.0%[11.4 µM],1.0%,-33.5%[inhibitor]
CCC(=O)N1c2ccccc2CC1C(=O)NCCN1CCN(c2ccccc2F)CC1 (configuration not stated),-6.4%,-2.0%,0.5%,-11.4%[10.9 µM]
CCNC(=O)NC1(C(=O)Nc2ccc3c(c2)CCC3)CCCCC1,9.2%,0.4%,-0.3%,14.3%
O=C(NCCCc1ccccc1)C1CCN(c2nnc(-n3cccc3)s2)CC1,-4.6%,-1.1%,-5.9%,-33.9%[inhibitor]
Cn1ccnc1SCC(=O)Nc1ccccc1,13.8%,.,4.0%,.
CCN1CCN(S(=O)(=O)Cc2ccccc2)CC1,10.1%,0.3%,2.0%,-1.3%
COc1cc2c(cc1OC)-c1c(OC)c(OC)cc3ccnc(c13)C2=O,-6.8%,-2.2%[11.4 µM],-1.2%,-18.0%
COc1c(OC)c2occc2c2oc(=O)ccc12,-2.8%,.,-4.2%,-8.0%
CCCc1cc(=O)[nH]c(SCC(=O)N2CCN(c3ccccc3)CC2)n1,-5.3%&16.6%,?,15.7%&1.5%,?
O=C(Cn1cnc2ccccc2c1=O)NC1CCCc2ccccc21 (configuration not stated),-2.6%,-0.2%,2.6%,-8.8%
Cc1cccc(NC(=O)CN(C)S(=O)(=O)c2ccc3c(c2)CCC(=O)N3)c1C,-3.8%,2.2%,0.8%,12.2%[10.9 µM]
CCNc1nc(NC(C)C)nc(Nn2cnnc2)n1,3.3%,0.1%,-4.3%,-1.4%
CC(C)CC(=O)Nc1ccc(Nc2ccccc2)cc1,-5.4%,.,-22.1%,.
C[C@@H](C[N+](C)(C)C)OC(N)=O,6.9%[20.6 µM],1.9%[25.6 µM],-0.3%[20.6 µM],-7.3%[16.8 µM]
Cc1cc(C)c(NC(=O)Cn2c(=O)n(Cc3ccc4c(c3)OCO4)c(=O)c3ccccc32)c(C)c1,9.1%,3.4%,14.9%,1.8%[10.9 µM]

# Gathered by group: the entries above with an aryl thioether with sulfur outside any ring.
SMILES,p53ts 39C tox,IkB sig inh,p53ts 32C kill,Imprint erasure
Cn1ccnc1SCC(=O)Nc1ccccc1,13.8%,.,4.0%,.
CCCc1cc(=O)[nH]c(SCC(=O)N2CCN(c3ccccc3)CC2)n1,-5.3%&16.6%,?,15.7%&1.5%,?

# Additional records:
SMILES,p53ts 39C tox,IkB sig inh,p53ts 32C kill,Imprint erasure
Cc1cc2c(cc1S(=O)(=O)N1CCCCC1)OCC(=O)N2,?,-1.8%,-26.6%,-11.8%[10.9 µM]
CN(C)C(=O)N1CCCC(C(=O)NCc2ccc(F)cc2Cl)C1 (configuration not stated),4.6%,-0.2%,1.5%,18.8%
O=S(=O)(c1ccccc1)N1CCC(N2CCCCCC2)CC1,17.7%,.,-1.6%,.
CCn1c(CN2CCC(C)CC2)nc2cc(NC(=O)COc3ccc([N+](=O)[O-])cc3)ccc21,2.9%,-0.6%,2.2%,-18.7%[10.9 µM]
Cc1ccc(C(=O)Nc2nc3nc(-c4ccccc4)cc(=O)n3[nH]2)cc1,-2.7%,-0.4%,-5.1%,8.9%[10.9 µM]
CC(C)c1ccc(-c2noc(SCC(=O)N3CCCCC3C)n2)cc1 (configuration not stated),?,0.5%,?,-11.3%[10.9 µM]
N#Cc1nc(-c2ccccc2F)oc1NCc1cccc2c1OCO2,-3.3%,?,1.1%,-7.9%
CC(C)N1CC2=C(OC(N)=C(C#N)C2c2cccnc2)/C(=C/c2cccnc2)C1 (configuration not stated),-2.0%,0.9%,0.9%,-3.3%
COc1ccc(N2CCN(C(=O)C3Cc4ccccc4N3C(C)=O)CC2)cc1 (configuration not stated),9.6%,-0.6%,5.0%,11.5%[10.9 µM]
O=C(O)C1C2C=CC3(CN(C/C=C/c4ccccc4)C(=O)C13)O2 (configuration not stated),8.4%,2.6%,-6.4%,-1.4%
CCN(CC)c1ccc(C2NC(=O)NC(C)=C2C(=O)Nc2ccccc2)cc1 (configuration not stated),4.7%,1.5%,14.3%,?
CCCCOc1cccc(C(=O)Nc2cccc(-c3nc4ncccc4o3)c2C)c1,-20.2%,?,-5.3%,-12.2%[10.9 µM]
COc1ccc(C(=O)N2CC(=O)Nc3ccc(Br)cc3C2c2ccc(F)cc2)cc1OC (configuration not stated),1.3%,1.6%,10.2%,-8.2%[10.9 µM]
CCn1c(=O)c(=O)n(CC)c2cc(S(=O)(=O)Nc3ccc(C)cc3)ccc21,-10.5%,?,7.4%,-6.0%[10.9 µM]
Cc1ccc(-c2nc3nc(C)cc(C)n3c2Nc2ccc3c(c2)OCCO3)cc1,-18.3%,-5.1%,4.3%,-11.6%[10.9 µM]
COc1ccc(Cn2c(CNC(=O)c3ccc(N(C)C)cc3)nc3cccnc32)cc1,11.0%,-0.3%,-0.9%,11.7%[10.9 µM]
CC(=O)OC1CC2C(C)(C)C(O)CCC2(C)C2CC[C@]3(C)C(=CC(=O)OC3c3ccoc3)C12C (some centres not stated),8.1%,.,5.7%,-2.5%
Cc1c(CNCCCc2ccccc2)c(C(=O)O)c(C)n1Cc1cccc(Cl)c1,-14.9%,?,-3.3%,-7.2%[10.9 µM]
C=CCn1c(=O)c2ccccc2n2c(SCc3c(C(=O)OCC)oc4ccccc34)nnc12,14.0%,-0.3%,-3.5%,-0.2%
CC(C)(C)c1ccc(NC(=O)CC2(C(F)(F)F)OCCO2)cc1,-6.9%,-2.2%,-5.2%,-16.1%

# Copied from the list:
# In Imprint erasure, Cc1cccc(NC(=O)CN(C)S(=O)(=O)c2ccc3c(c2)CCC(=O)N3)c1C shows 12.2%[10.9 µM]
# In p53ts 32C kill, O=C(NCCCc1ccccc1)C1CCN(c2nnc(-n3cccc3)s2)CC1 shows -5.9%
# In p53ts 39C tox, COc1ccccc1CNC(=O)CCS(=O)(=O)c1ccc2c(c1)CC(C)N2C(=O)C1CC1 (configuration not stated) shows -17.6%
# In p53ts 32C kill, CCn1c(=O)c(=O)n(CC)c2cc(S(=O)(=O)Nc3ccc(C)cc3)ccc21 shows 7.4%
# In p53ts 32C kill, C[C@@H](C[N+](C)(C)C)OC(N)=O shows -0.3%[20.6 µM]

# More structures follow:
SMILES,p53ts 39C tox,IkB sig inh,p53ts 32C kill,Imprint erasure
COC(=O)C1(Cc2ccccc2)C2c3cc(C(=O)N4CCCC4)n(Cc4ccc(OC(F)(F)F)cc4)c3CC2CN1C(=O)c1ccccc1 (configuration not stated),13.0%,.,34.9%[activator],-27.9%
CCOC(=O)C1CCC(CN(Cc2ccc(OC)cc2)S(=O)(=O)c2ccc(F)c(C(=O)Nc3c(C)cccc3C)c2)CC1 (configuration not stated),-23.5%,?,2.4%,-9.7%[10.9 µM]
Cc1nc2sc(-c3ccccc3)cc2c(=O)n1-n1cccc1,?,-2.6%,-25.1%,-59.6%[inhibitor]
CCOC(=O)c1ccccc1NC(=O)CN(c1ccccc1)S(=O)(=O)N(C)C,0.4%,4.8%,23.5%,-4.4%
O=C(CCCCn1c(=O)[nH]c2ccccc2c1=O)N1CCN(c2ncccn2)CC1,9.3%,5.4%,12.7%,1.5%
Cn1cnnc1SCC(=O)Nc1sccc1C#N,-9.9%,3.5%,1.2%,-5.7%
CCc1nnc(NC(=O)CCC(=O)N2CCN(CCOc3ccc(C)cc3)CC2)s1,-12.3%,-5.9%,-14.8%,-94.5%[inhibitor]
CC1=C(C(=O)OCc2ccccc2)C(c2ccccn2)c2c(n(C)c(=O)n(C)c2=O)N1 (configuration not stated),6.4%,0.0%,13.3%,-7.1%
Cc1ccc(C)c(N2CCN(S(=O)(=O)c3cn(C)c(C)n3)CC2)c1,-14.8%,0.2%,2.2%,-8.7%[10.9 µM]
Cc1c(NC(=O)COc2ncnc3c(Cl)cc(Cl)cc23)c(=O)n(-c2ccccc2)n1C,3.1%,1.3%,1.0%,-2.6%
CSc1ccc(CCNC(=O)CCc2c(C)nc3cc(-c4ccccc4)nn3c2C)cc1,-19.0%,?,-5.5%,-11.0%[10.9 µM]
Cc1cccc(NC2=NC3(CCCCC3)N=C(N)N2)c1C,4.3%,-0.8%,4.9%,-2.9%
Cc1ccccc1-c1nn2c(=O)cc(CN3CCN(S(=O)(=O)c4ccc(Cl)cc4)CC3)nc2s1,-17.9%,1.3%,2.3%,-9.6%[10.9 µM]
CC(C)C(=O)Nc1ccccc1C(=O)OCC(=O)c1ccc2c(c1)OCCO2,190.8%[activator],.,?,.
CCC(=O)N1CCc2cc(S(=O)(=O)NC(CC(C)C)C(=O)NCc3ccc(C)cc3)ccc21 (configuration not stated),?,-1.8%,-8.0%,-4.9%[10.9 µM]
O=C(c1cnn2c(C(F)(F)F)cc(-c3ccco3)nc12)N1CCCCCC1,3.1%,-1.5%,-10.6%,-3.9%
Cc1nc2ccc(C(C(F)(F)F)(C(F)(F)F)C(F)(F)F)cc2[nH]1,8.2%,0.1%,12.1%,-12.2%
Cc1cccc(OCc2nnc(SCC(=O)c3cccs3)n2C)c1C,-9.1%,0.0%,1.0%,-5.9%
O=C1CC(N2CCC(c3nc4ccccc4o3)CC2)C(=O)N1c1ccc(Cl)cc1 (configuration not stated),7.9%,?,2.3%,7.9%
CCCN(CCC)S(=O)(=O)c1ccc(C(=O)N2CCn3c4c(c5cc(C)ccc53)CCCC42)cc1 (configuration not stated),-1.7%,?,-4.0%,-8.3%[10.9 µM]
O=C(C1CCCCC1)N(CCN1CCCC1)c1nc2ccccc2s1,-17.7%,0.6%,3.3%,-8.8%
Cc1ccc(C)c(N2CCN(C(=O)CCc3nnc4n(C)c(=O)c5ccccc5n34)CC2)c1,-16.7%,?,7.3%,-2.0%[10.9 µM]
O=C(NC1CCCCC1)c1ccc2c(c1)N(Cc1cccc(Cl)c1)C(=O)c1ccccc1S2=O (configuration not stated),27.9%,?,-12.8%,-14.5%[10.9 µM]
CCOC(=O)N1CCN(Cc2nc3c(c(=O)n(C)c(=O)n3C)n2Cc2ccc(F)cc2)CC1,18.6%,-1.6%,10.4%,-9.7%
CCOC(=O)/C=c1\s/c(=C\c2ccc3c(c2)OCCO3)c(=O)n1CC(=O)NCC1CCCO1 (configuration not stated),-12.8%,0.1%,-5.8%,-12.3%
Cc1cc(Nc2cc(C)on2)n2ncnc2n1,-2.2%,8.2%,-10.7%,-1.8%
Cc1ccc(S(=O)(=O)c2nc(-c3ccccc3)oc2SCC(=O)NC2CCCCC2)cc1,-5.8%,?,4.2%,-4.1%[10.9 µM]
CCCCCCn1cnc2c(c1=O)c1nc3ccccc3nc1n2/N=C/c1ccco1,-2.2%,-1.4%,-0.9%,0.2%
Cc1ccccc1N=C/C=C1/C=C(c2ccccc2)OC(C)(C)O1,19.4%,.,0.6%,.
Cc1ccc(Cl)cc1N(C)C(=O)C1CCCN(c2ncnc3onc(-c4ccc(F)cc4)c23)C1 (configuration not stated),2.6%,-1.9%,16.5%,-5.3%[10.9 µM]
CCC(=O)NC(Nc1sc2c(c1C(=O)OC)CCN(C)C2)(C(F)(F)F)C(F)(F)F,4.9%,.,0.4%,.
COc1ccc(NC(=O)CCc2nnc3n(CC(C)C)c(=O)c4ccccc4n23)cc1,-27.6%,?,-4.3%,?

# Among those listed so far, two contain a COOH group.
SMILES,p53ts 39C tox,IkB sig inh,p53ts 32C kill,Imprint erasure
O=C(O)C1C2C=CC3(CN(C/C=C/c4ccccc4)C(=O)C13)O2 (configuration not stated),8.4%,2.6%,-6.4%,-1.4%
Cc1c(CNCCCc2ccccc2)c(C(=O)O)c(C)n1Cc1cccc(Cl)c1,-14.9%,?,-3.3%,-7.2%[10.9 µM]

# Assay outcomes from PubChem.
